MITF primary: MITF inhibitors, primary screen, biochemical, AlphaScreen, human; Microphthalmia-associated transcription factor (Homo sapiens), O75030; AlphaScreen MITF homodimerization, bead proximity signal; actives 0.91% (n = 650,000); inhibition, % at 2.6 µM; in the data active means inhibition above about 50%;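 further: 0% = vehicle wells with protein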
Target sequence (O75030 whole entry, looked up): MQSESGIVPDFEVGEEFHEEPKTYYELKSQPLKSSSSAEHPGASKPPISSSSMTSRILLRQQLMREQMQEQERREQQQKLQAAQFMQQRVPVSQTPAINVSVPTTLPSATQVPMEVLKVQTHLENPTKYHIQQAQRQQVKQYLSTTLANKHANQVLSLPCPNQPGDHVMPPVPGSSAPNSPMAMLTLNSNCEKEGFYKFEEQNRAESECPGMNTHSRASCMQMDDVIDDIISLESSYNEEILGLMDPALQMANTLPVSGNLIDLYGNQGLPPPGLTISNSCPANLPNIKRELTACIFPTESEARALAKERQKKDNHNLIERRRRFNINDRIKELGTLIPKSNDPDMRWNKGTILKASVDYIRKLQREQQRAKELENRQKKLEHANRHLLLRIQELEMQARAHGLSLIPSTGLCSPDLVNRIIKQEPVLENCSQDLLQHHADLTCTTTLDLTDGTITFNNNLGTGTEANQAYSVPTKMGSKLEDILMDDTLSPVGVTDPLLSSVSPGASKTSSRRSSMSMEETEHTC
FBW7 activator: FBW7 E3 ligase activators, primary screen, biochemical, AlphaScreen, human; F-box/WD repeat-containing protein 7 (Homo sapiens), Q969H0; actives 0.13% (n = 650,000); AlphaScreen FBW7–phospho-cyclin E peptide binding, activator screen; AID 1259310, 2017; normalized activity (activation), % at 26.1 µM; in the data active means normalized activity above about 1.9%;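 further: purified mutant Fbw7 with reduced substrate affinity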
TEAD-YAP inh: TEAD-YAP interaction inhibition, primary screen, TEAD-YAP interaction inhibitor project, luminescence, HEK-TIYL cells; actives 1.4% (n = 640,000); TEAD-Gal4/YAP UAS-luciferase luminescence; inhibition, % at 9.12 µM; in the data active means inhibition above about 32%;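 further: 0% = median of test compound wells and 100% = reference inhibitor wells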
GPR151 ag: activators of human GPR151, primary screen, cell-based, PathHunter beta-arrestin, luminescence. AID 1508602, 2020. PathHunter beta-arrestin GPR151 cells. actives 1% (n = 650,000). activation, % at 11.2 µM. G-protein coupled receptor 151 (Homo sapiens), Q8TDV0; in the data active means activation above about 4.9%;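 further: 0% = median of compound wells and 100% = cells with positive control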
Target sequence (Q8TDV0 whole entry, looked up): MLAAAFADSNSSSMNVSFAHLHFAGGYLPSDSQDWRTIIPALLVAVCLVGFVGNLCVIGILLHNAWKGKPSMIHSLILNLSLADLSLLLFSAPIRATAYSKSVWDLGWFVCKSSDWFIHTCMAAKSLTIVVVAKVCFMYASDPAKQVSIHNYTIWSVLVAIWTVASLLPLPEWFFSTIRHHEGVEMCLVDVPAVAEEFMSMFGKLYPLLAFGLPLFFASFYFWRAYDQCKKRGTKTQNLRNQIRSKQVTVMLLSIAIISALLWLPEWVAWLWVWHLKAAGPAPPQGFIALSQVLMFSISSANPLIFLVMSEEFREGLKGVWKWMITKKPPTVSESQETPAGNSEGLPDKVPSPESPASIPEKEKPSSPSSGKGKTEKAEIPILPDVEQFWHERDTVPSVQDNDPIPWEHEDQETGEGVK
* marks the source's active call; other numbers are inactive results. Rows are unselected; about 3.4% have a hit in one of these screens.

SMILES | MITF primary | FBW7 activator | TEAD-YAP inh | GPR151 ag
CC(C)(C)c1ccc(/C=N/NC(=O)C2COc3ccccc3O2)cc1 (stereo not given) | 6 | -0.1 | 35* | -0.5
CC(=NCc1ccc(Cl)c(Cl)c1)c1c(CSc2ccc(C)cc2)[nH]n(-c2nc3ccccc3s2)c1=O | 5 | 0.1 | -3 | -0.5
CCCC(=O)n1nc(-c2cccnc2)nc1NCc1ccc(OC)cc1 | 7 | 0.4 | 9 | 0.6
O=C1COc2cc(-c3c(Nc4cccc(F)c4)c(=O)c3=O)ccc2N1 | 10 | -0.2 | -7 | -0.2
Cn1ccc2cc(-c3cccc(C(=O)NCCN4CCOCC4)c3)ccc21 | 9 | 0.0 | -8 | 1.4
Cc1nc2cc(NCc3ccc(Cl)cc3)ccc2n1Cc1ccccc1 | 19 | 0.4 | 5 | -1.5
O=C1CCCc2c1[nH]c1ccc(Oc3ccccc3)cc21 | -6 | 0.0 | -1 | -0.8
CCC(C)(C)C1CCC2(CC1)NC(=O)N(CC(=O)Nc1ccc([N+](=O)[O-])cc1C#N)C2=O (stereo not given) | 10 | 0.2 | 16 | 0.6
O=C1CSC(c2ccc(Cl)c(Cl)c2)Nc2cccc3cccc1c23 (stereo not given) | 8 | 0.6 | 4 | 3.4
CC(C)(C)c1nc2ccccc2c2nnc(SCC(=O)NCc3ccco3)n12 | 1 | -0.2 | -4 | 0.6
O=[N+]([O-])c1ccccc1OCCCN1CCc2ccccc2C1 | 16 | 0.3 | 1 | -0.5
COc1ccc(-n2c(-c3ccccc3)nnc2-c2ccc(Br)cc2)cc1 | 4 | 0.1 | 4 | -1.0
O=C(Nc1ccc(Br)cc1)c1c[nH]c(=O)n(-c2ccccc2)c1=O | 8 | -0.2 | 2 | 1.1
Cc1ccc(CN2C3=NCCN3c3ccccc32)cc1 | 12 | 0.0 | 10 | -0.6
C=CCSc1nnc2c(n1)OC(c1c(F)cccc1Cl)N(C(C)=O)c1ccccc1-2 (stereo not given) | -2 | 0.0 | 14 | -1.0
O=C(CCNc1c(N2CCCC2)c(=O)c1=O)NC1CCCCC1 | 1 | -0.1 | -8 | -1.9
CSC(=S)N(C=O)c1ccc(I)cc1 | -11 | 0.0 | -6 | -1.9
COc1ccccc1NC(=O)N(Cc1nnc2n1CCCCC2)c1ccc(C)cc1 | -7 | 0.0 | -3 | -1.1
Cc1c(C(=O)N2CCCC2)oc2c1-c1nn(CC(=O)N3CCc4ccccc43)cc1CC2 | -9 | 0.0 | -17 | 0.5
O=C(c1ccc(SCc2cccnc2)c([N+](=O)[O-])c1)N1CCN(c2ccccc2)CC1 | 18 | 0.0 | -11 | 1.0
CCN(CC)CCCNC(=O)c1cc(-c2ccc(O)cc2)on1 | 9 | 0.8 | 7 | -0.2
COc1ccc(/C=C2\N=C(c3ccc(OC)c([N+](=O)[O-])c3)OC2=O)cc1OC | 15 | 0.1 | 7 | -0.1
CCOCCCNC(=O)C(NC(=O)C1CCC(C)CC1)C(C)C (stereo not given) | 0 | -0.1 | -1 | 0.6
O=C(NCc1cccc(F)c1F)c1ccc(OC2CCN(Cc3ccccn3)CC2)cc1 | 10 | 0.0 | -3 | 0.5
O=C(c1ccc(Oc2ccccc2)cc1)C1CCCN(C(=O)c2cn3ccccc3n2)C1 (stereo not given) | 1 | 0.0 | -7 | -0.1
(cont.)
SMILES | MITF primary | FBW7 activator | TEAD-YAP inh | GPR151 ag
O=C(NC1CCN(Cc2ccccc2)CC1)c1cnc(N2CCc3ccccc3C2)s1 | -9 | 0.2 | -9 | -0.2
COc1ccc(-c2cn3c(n2)sc2cc(C(=O)N4CCCC4)ccc23)cc1 | 11 | 0.7 | -7 | -1.4
CC(C)(C)NC(=O)CSc1nnc(NC(=O)c2ccc(Cl)cc2)s1 | 19 | 0.2 | -11 | 0.3
CCCC1=NN2C(=N)/C(=C/c3ccc(Cl)cc3)C(=O)N=C2S1 | -7 | 0.0 | -2 | 0.1
O=C(/C=C/c1cccc([N+](=O)[O-])c1)Nc1ccccc1 | -7 | 0.1 | -52 | -0.7
Cc1ccc(/C=C(\C#N)C(=O)Nc2cccc(C)n2)cc1 | 1 | 0.2 | -10 | 1.4
COc1ccc(Br)cc1C(=O)Nc1ccc(O)c(-c2nc3ccccc3s2)c1 | 10 | 0.5 | -12 | 1.1
COc1ccc(Cl)cc1NC(=O)c1sc2ncnc(N3CCN(c4ccccc4F)CC3)c2c1C | 3 | -0.1 | 1 | 0.2
COc1ccc(NS(=O)(=O)C2CC2)cc1Cl | 9 | -0.2 | 5 | 0.4
COc1ccccc1-c1coc2cc(OC(=O)c3cccs3)ccc2c1=O | -3 | 0.1 | -14 | 0.1
COC(=O)c1ccc(C2C3=C(Nc4nnnn42)C(C2CCCCC2)CCC3)cc1 (stereo not given) | 18 | 0.0 | -14 | -1.3
CCc1ccc(-n2cnc3cc(C(=O)NCc4ccc(F)cc4)ccc32)cc1 | 2 | 0.0 | 4 | 0.6
O=C1/C(=C\c2cccc([N+](=O)[O-])c2)SC(=S)N1N1C(=O)c2ccccc2C1=O | -6 | -0.1 | -10 | 5.0*
N#Cc1c2n(c3c(=O)n(CC(=O)c4ccc(Br)cc4)cnc13)CCCCC2 | -8 | 0.2 | -3 | 1.6
CN(C(=O)c1ccncc1)c1nnc(C2CCCO2)s1 (stereo not given) | 1 | 0.2 | 10 | -0.9
O=C(CN1C(=O)C2C3C=CC(C3)C2C1=O)OCC(=O)c1ccc(Cl)c([N+](=O)[O-])c1 (stereo not given) | 3 | -0.1 | -4 | -0.6
CCOC(=O)C(NC(=O)c1ccc(F)cc1)(Nc1sc2c(c1C(N)=O)CCC2)C(F)(F)F (stereo not given) | 8 | 0.0 | 0 | 1.1
Cc1ccc2oc(=O)c(/C=C(\O)c3ccccc3)nc2c1 | 1 | -0.1 | -55 | 1.9
CC(C)CCOC(=O)c1ccc(NC(=O)c2ccc([N+](=O)[O-])cc2)cc1 | 7 | -0.1 | 5 | 2.9
COc1ccccc1CNC(=O)c1ccc2nc3[nH]c4ccccc4c3nc2c1 | 1 | 0.1 | 12 | -0.8
CCNC(=O)c1c(O)c2cccc3c2n(c1=O)CC3 | -6 | -0.1 | -10 | -0.7
Cc1cc(C)n(-c2cc(N3CCOCC3)nc(-c3ccccc3)n2)n1 | 29 | 0.1 | 8 | -0.5
O=C(O)c1ccc(N2CCCCC2)c(N2C(=O)C3C4C=CC(C4)C3C2=O)c1 (stereo not given) | -1 | -0.1 | -2 | 0.5
Cc1ccc2nc(-c3ccc(S(=O)(=O)N4CCCCC4)cc3)cn2c1 | 4 | 0.0 | -7 | 0.5
CCc1ccccc1NC(=O)CSC1=C(C#N)C(c2ccc(C)cc2)C2=C(CCCC2=O)N1 (stereo not given) | 11 | 0.2 | 13 | -2.3

As entered above:
GPR151 ag result of CC(C)CCOC(=O)c1ccc(NC(=O)c2ccc([N+](=O)[O-])cc2)cc1 is entered as 2.9
GPR151 ag result of CC(=NCc1ccc(Cl)c(Cl)c1)c1c(CSc2ccc(C)cc2)[nH]n(-c2nc3ccccc3s2)c1=O is entered as -0.5
MITF primary result of CSC(=S)N(C=O)c1ccc(I)cc1 is entered as -11
MITF primary result of O=C(NC1CCN(Cc2ccccc2)CC1)c1cnc(N2CCc3ccccc3C2)s1 is entered as -9
MITF primary result of O=C(CCNc1c(N2CCCC2)c(=O)c1=O)NC1CCCCC1 is entered as 1
FBW7 activator result of Cc1ccc2oc(=O)c(/C=C(\O)c3ccccc3)nc2c1 is entered as -0.1
TEAD-YAP inh result of Cc1ccc(/C=C(\C#N)C(=O)Nc2cccc(C)n2)cc1 is entered as -10

Some of these compounds in order of molar mass, rising:
SMILES | MITF primary | FBW7 activator | TEAD-YAP inh | GPR151 ag
Cc1ccc2oc(=O)c(/C=C(\O)c3ccccc3)nc2c1 | 1 | -0.1 | -55 | 1.9
O=C(O)c1ccc(N2CCCCC2)c(N2C(=O)C3C4C=CC(C4)C3C2=O)c1 (stereo not given) | -1 | -0.1 | -2 | 0.5
COc1ccccc1-c1coc2cc(OC(=O)c3cccs3)ccc2c1=O | -3 | 0.1 | -14 | 0.1
CCOC(=O)C(NC(=O)c1ccc(F)cc1)(Nc1sc2c(c1C(N)=O)CCC2)C(F)(F)F (stereo not given) | 8 | 0.0 | 0 | 1.1

One compound at a time (already shown):
`Cc1ccc2nc(-c3ccc(S(=O)(=O)N4CCCCC4)cc3)cn2c1` as listed: MITF primary: 4; FBW7 activator: 0.0; TEAD-YAP inh: -7; GPR151 ag: 0.5
`O=[N+]([O-])c1ccccc1OCCCN1CCc2ccccc2C1` as listed: MITF primary: 16; FBW7 activator: 0.3; TEAD-YAP inh: 1; GPR151 ag: -0.5

Further records follow.
SMILES | MITF primary | FBW7 activator | TEAD-YAP inh | GPR151 ag
COc1cccc(S(=O)(=O)Nc2ccc3sc(C)nc3c2)c1 | 10 | 0.1 | 3 | 0.2
CC(=O)N1CCN(c2ccc(Oc3ccc(C(F)(F)F)cn3)cc2)CC1 | 5 | 0.1 | 9 | 1.5
Oc1ccc2ncccc2c1C(Nc1ccccn1)c1ccccc1 (stereo not given) | -8 | -0.1 | 7 | -1.4
O=C(NCCOc1ccc2nnc(-c3ccccc3Cl)n2n1)c1c(F)cccc1F | 1 | -0.1 | 8 | -0.4
O=C(CSc1ccc(F)cc1)Nc1nc2c(s1)CCCC2 | 3 | -0.2 | -28 | -0.1
O=C1CCN(C2CC(=O)N(c3ccc(Cl)cc3)C2=O)[C@@H]2CCCC[C@@H]12 (stereo not given in full) | -12 | -0.2 | -7 | -0.2
Cc1nc2ncccc2c(=O)n1-c1ccc(NC(=O)c2ccc(F)cc2F)cc1 | -6 | -0.1 | -17 | -1.3
Cc1ccc(C2CC(c3ccc(C)cc3)n3nnnc3N2)cc1 (stereo not given) | 5 | -0.1 | -5 | 1.5
Fc1ccc(Nc2ncnc3c2c(-c2ccccc2)cn3-c2ccccc2)cc1 | 6 | -0.2 | 3 | 0.1
O=C(O)c1ccc(-c2ccc([N+](=O)[O-])cc2Cl)o1 | -2 | -0.1 | -4 | 1.1
CCCOc1ccc(C(CC(=O)O)NC(=O)c2cccc([N+](=O)[O-])c2)cc1 (stereo not given) | 1 | 0.0 | 8 | -1.1
COc1cccc(-n2c(/C=C3\C(=O)N(C)c4ccccc43)nc3ccccc3c2=O)c1 | 4 | -0.2 | 14 | -0.8
Cc1cc(Cl)ccc1OCCCC(=O)Nc1nncs1 | 0 | 0.1 | 5 | -0.3
COc1ccccc1C(=O)N/C(=C/c1ccccc1)C(=O)Nc1ccc(C(C)=O)cc1 | 8 | 0.6 | 3 | -1.9
Cc1sc2nc(C)n(C3CCN(CCN(C)C)CC3)c(=O)c2c1C | -3 | 0.3 | -11 | 0.1
Cc1cc(C)c(C(N)=O)c(Cl)n1 | -2 | -0.1 | 1 | 1.6
Cc1cccc2cc(CN(Cc3ccccc3Cl)C(=O)c3cccnc3)c3nnnn3c12 | -3 | -0.1 | 5 | -1.0
COc1cc(C(=S)N2CCCCC2)ccc1OC(=O)c1ccccc1Cl | 4 | -0.1 | 7 | 1.1
Cc1ccc([N+](=O)[O-])c(C2=N/C(=C\c3ccc(F)cc3)C(=O)O2)c1 | 1 | -0.1 | -3 | -1.0
Cc1cc(Nc2ccccc2)nc(N2CCN(C(=O)C(C)(C)C)CC2)n1 | -5 | -0.1 | 32* | 1.1
CN1[C@@H](C(=O)Nc2cccc(O)c2)C[C@@H](c2cccs2)NS1(=O)=O | -6 | 0.0 | -3 | -1.4
CC(C)(C)NC(=O)CSc1nc2ccc(NC(=O)C3CCCCC3)cc2s1 | 1 | 0.0 | -11 | -0.1
Cc1nn(-c2ccccc2)cc1C(=O)NCC(=O)O | 10 | 0.5 | 14 | 1.3
CSc1ccc2nc(N3CCN(C(=O)c4nc5ccccc5s4)CC3)sc2c1 | -5 | 0.1 | 2 | 0.1
COC(=O)C1CCN(Cc2ccc3c(c2)CN(C(=O)CC2CCCCC2)CCO3)CC1 | 17 | 0.8 | 0 | -0.5
(cont.)
SMILES | MITF primary | FBW7 activator | TEAD-YAP inh | GPR151 ag
N#CC(C1=NS(=O)(=O)c2ccccc21)c1ccccn1 (stereo not given) | -2 | -0.1 | 7 | 1.0
N#CCCN(C1CCCCC1)S(=O)(=O)c1ccc(-c2ccc([N+](=O)[O-])cc2)cc1 | 7 | 0.0 | 12 | 1.7
CCOC(=O)c1sc(NC(=O)COc2ccc(Cl)cc2C)c(C(=O)OCC)c1C | 2 | -0.1 | -6 | -0.3
CCC(Oc1ccccc1)C(=O)NC1CCCC1 (stereo not given) | 14 | 1.0 | 6 | -0.4
COc1cc(C(C)=O)ccc1OCC(O)Cn1nc(C)c(Br)c1C (stereo not given) | 2 | -0.1 | -2 | 0.7
CCN(CC)S(=O)(=O)c1ccc2[nH]c3nc(SCC(=O)Nc4ccc5c(c4)OCCO5)nnc3c2c1 | -19 | 0.2 | 0 | 0.5
Cn1c(=O)c2c(nc(NCCO)n2Cc2cccc(Cl)c2)n(C)c1=O | -8 | -0.9 | 10 | 1.7
COc1cccc(CC(=O)Nn2c(-c3ccc(OC)c(OC)c3)nc3ccccc3c2=O)c1 | 3 | -0.1 | 9 | -0.1

Quoted at random: 2 entries already listed
SMILES | MITF primary | FBW7 activator | TEAD-YAP inh | GPR151 ag
Cn1c(=O)c2c(nc(NCCO)n2Cc2cccc(Cl)c2)n(C)c1=O | -8 | -0.9 | 10 | 1.7
CCC(Oc1ccccc1)C(=O)NC1CCCC1 (stereo not given) | 14 | 1.0 | 6 | -0.4

Assay outcomes: PubChem, The Scripps Research Institute Molecular Screening Center
